Screens: PubChem BioAssay, National Center for Advancing Translational Sciences (NCATS)
PLK1 PBD block: blocks phosphopeptide binding to human PLK1 polo-box domain; P53350; Plk1 PBD binding of FITC phosphopeptide, fluorescence polarization; Potency, µM, inactives show max response, negative = inhibition, usual class: inhibitors; 360,000 tested, 2.8% active; AID 720504; also: potency is read from the fitted curve at half-maximal effect; series mostly up to about 57 µM; % is scaled to controls: 0 for no effect and ±100 for the full control effect; nearly all actives have a fitted effect of over 65% in size
WRN inhibitor: inhibitors of human WRN helicase | WRN helicase unwinding, fluorescent forked duplex, kinetic | Potency, µM (doses to about 114 µM), without a hit: at the highest dose activity change, negative = inhibition, most hits filed as inhibitors | 360,000 tested, 0.46% active | AID 651768; also: potency is read from the fitted curve at half-maximal effect; % is scaled to controls: 0 for no effect and ±100 for the full control effect; nearly all actives have a fitted effect of over 55% in size
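WRN at 20 nM final was preincubated with compound for 15 min at room temperature; reaction started with 100 nM forked duplex oligonucleotide carrying fluorophore and quencher plus 2 mM ATP (final). Unwinding followed kinetically by red fluorescence (ex 525/em 598 nm).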
IL2 activator: activates IL-2 in a cell-based reporter assay; IL-2 activation reporter assay, cell-based qHTS; stimulated with anti-CD3/CD4/CD28 beads; in transgenic mouse T cells; 360,000 tested, 0.065% active; AID 652025; activation, % (series mostly up to about 46 µM); in the data active = activation above about 50%; inconclusive = mostly about 30% to 49%; also: 0% is about no effect
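Readout is EGFP and DsRed signal by fluorescent plate cytometry after 18 h at 37 degrees C. Transgenic mouse T cells (750/well) received compound for 60 min before bead stimulation (anti-CD3, anti-CD4, anti-CD28); memory T cells served as non-tolerant control.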
CCT chaperon mod: changes cytosolic chaperonin activity. purified chaperonin ATPase assay, HTRF ADP detection, 30 min. activity change, % (test concentration not listed), hits read low. 360,000 tested, 0.3% active; in the data active = activity change below about -30%; also: % is scaled to controls: 0 for no effect and ±100 for the full control effect
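Nucleotide hydrolysis assay: TRiC at 20–40 nM final (set by batch activity) with 10 uM ATP, 30 min at 37 °C, in presence of 76 uM compound. Detection by competitive ADP HTRF, 30 min ambient.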
EPAC1 antag: blocks human EPAC1 exchange factor; O95398; EPAC1 GEF assay, Rap1b-BODIPY-GDP exchange fluorescence; Potency, µM (titrated, usually from 115 µM), without a hit: top-dose activity change, negative = inhibition, hits mostly inhibitors; 360,000 tested, 0.14% active;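 also: potency is read from the fitted curve at half-maximal effect; plate controls were vehicle for no effect and positive control for full effect; nearly all actives have a fitted effect of over 50% in size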
Target sequence (O95398 whole entry, looked up): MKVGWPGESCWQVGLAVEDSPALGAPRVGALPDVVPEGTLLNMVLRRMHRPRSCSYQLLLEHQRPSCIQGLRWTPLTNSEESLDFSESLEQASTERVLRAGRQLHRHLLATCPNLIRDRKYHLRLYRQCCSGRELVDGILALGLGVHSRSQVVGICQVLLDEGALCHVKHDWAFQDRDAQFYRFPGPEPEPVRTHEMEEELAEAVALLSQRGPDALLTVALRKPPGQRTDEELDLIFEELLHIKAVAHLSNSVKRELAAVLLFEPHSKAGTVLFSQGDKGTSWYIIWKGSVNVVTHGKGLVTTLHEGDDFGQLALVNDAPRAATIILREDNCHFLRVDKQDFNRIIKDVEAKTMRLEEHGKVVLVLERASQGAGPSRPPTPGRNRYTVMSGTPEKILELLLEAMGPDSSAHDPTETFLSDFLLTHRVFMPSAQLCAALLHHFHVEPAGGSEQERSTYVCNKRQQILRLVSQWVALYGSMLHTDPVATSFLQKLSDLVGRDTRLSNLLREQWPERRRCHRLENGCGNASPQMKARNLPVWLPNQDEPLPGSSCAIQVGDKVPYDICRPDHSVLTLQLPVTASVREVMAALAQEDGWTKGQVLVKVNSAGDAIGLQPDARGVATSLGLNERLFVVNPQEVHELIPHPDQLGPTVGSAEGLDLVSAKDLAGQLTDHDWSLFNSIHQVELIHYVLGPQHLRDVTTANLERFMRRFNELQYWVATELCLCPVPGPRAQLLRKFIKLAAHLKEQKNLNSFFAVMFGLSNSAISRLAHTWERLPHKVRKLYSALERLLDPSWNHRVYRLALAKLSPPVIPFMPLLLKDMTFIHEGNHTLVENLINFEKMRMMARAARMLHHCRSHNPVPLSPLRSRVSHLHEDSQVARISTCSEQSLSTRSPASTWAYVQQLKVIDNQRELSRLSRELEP
PI5P4K alpha inh: inhibitors of human PI5P4K alpha; max response, %; PI5P4Kalpha enzyme, ADP-Glo luminescence, 60 min; active compounds read low; 330,000 tested, 1.2% active; AID 652105; P48426; active = max response of -50% or lower; inconclusive = between -30% and -50%; inactive = -30% or higher; also: value at the top dose of about 77 µM; % is scaled to controls: 0 for no effect and ±100 for the full control effect
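ADP-Glo luminescence end-point after a 60 min room-temperature kinase reaction. PI5P4Kalpha and substrate in HEPES pH 7.4 buffer with EGTA, 0.1% CHAPS and 5% DMSO; ATP at 5 microM final.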
EPAC2 ag: agonists of human EPAC2 (RAPGEF4); Potency, µM (top dose mostly 154 µM), without a hit: at the top dose activation, actives largely listed as activators; 360,000 tested, 0.079% active; AID 720711; Q8WZA2; EPAC2 activation, biochemical qHTS; response scale: 100% = 6.5 mM cAMP response; also: potency is read from the fitted curve at half-maximal effect; nearly all actives have a fitted effect of over 50% in size
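EPAC2 (100 nM) mixed with Rap1B loaded with BODIPY-GDP (250 nM) plus 50 uM unlabeled GDP; compounds pinned in, 5 min RT, then read every 5 min for 30 min (ex 480, em 540 nm). Normalized to cAMP control.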
EPAC1 ag: agonists of human EPAC1; O95398; EPAC1 agonist qHTS, biochemical assay; response scale: 100% = response to 6.5 mM cAMP; Potency, µM (doses to about 154 µM), for the others: at the top dose activation, actives largely listed as activators; 360,000 tested, 0.073% active; AID 720707; also: potency is read from the fitted curve at half-maximal effect; nearly all actives have a fitted effect of over 60% in size
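Fluorescent GDP-exchange assay: 100 nM EPAC1 with 250 nM Rap1B preloaded with BODIPY-GDP and 50 uM GDP; compounds tested as concentration series, 5 min at room temperature, then read every 5 min for 30 min (ex 480/em 540 nm); normalized to 6.5 mM cAMP.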
Numbers without * were called inactive; ? = inconclusive; . = no result given; [ ] = remark or other dose. Unless noted, calls follow the shape of the dose curve; as a rule, active = well fitted curve in the direction sought with a large enough effect; inconclusive = small, poorly fitted or top-dose-only effect, or another doubt; inactive = no such curve, though single readings can be large; an effect the other way counts as inactive or inconclusive. A portion of the library; count on the stated rates, not on these rows.

SMILES	PLK1 PBD block	WRN inhibitor	IL2 activator	CCT chaperon mod	EPAC1 antag	PI5P4K alpha inh	EPAC2 ag	EPAC1 ag
CC(=O)Oc1ccc(C(=O)Cc2ccc3ccccc3n2)c(O)c1C	-20%	4%	2.8	-1.9	-13%	4	9%	8%
COc1ccc(NC2CCCN(C(=O)CCN3Cc4ccccc4C3=O)C2)cc1 (centres undefined)	-7%	2%	-1.3	-1.2	26%	2	0%	5%
COc1cc2c(cc1OC)C(=O)N(C)CC2	7%	-3%	0.5	0.1	-16%	9	-6%	-10%
O=C(COc1ccc(Cl)cc1)OCC(=O)N1CCCCCC1	-3%	0%	-0.1	-0.2	0%	-1	-3%	-3%
Cc1ccc(NC(=O)CSc2n[nH]c(=O)n2C2CC2)cc1S(=O)(=O)N1CCOCC1	-14%	-7%	-1.5	-1.1	6%	-2	3%	14%
CC(=O)Nc1ccc(CN2CCN(CC(C)C)C(CCO)C2)cc1 (centres undefined)	4%	1%	2.2	0.9	-19%	-1	-3%	-7%
O=C(CN1CCCCCC1)Nc1ccccc1[N+](=O)[O-]	-6%	1%	-0.3	0.7	-5%	11	7%	4%
CC(Oc1cc2oc(=O)c3c(c2cc1Cl)CCC3)C(=O)NC1CC(C)(C)NC(C)(C)C1 (centres undefined)	3%	7%	-0.2	2.3	-12%	1	3%	4%
Cc1nnc(SCCN2CCOCC2)c2nn(-c3ccccc3F)c(C)c12	-5%	-25%	-0.4	-0.6	5%	-5	3%	8%
CC(C)CNC(=O)N1c2ccccc2Sc2ccccc21	-3%	7%	-2.0	-0.4	5%	-7	24%	-8%
COc1ccc(-c2cc(NC(C)=O)c3ncc(-c4cc(OC)c(OC)c(OC)c4)n3c2)cn1	?	-10%	-0.1	-0.6	-3%	-9	0%	-5%
COc1ccccc1CC(=O)N(Cc1ccccc1)c1ccc(C)cc1	-3%	-9%	-3.6	-1.7	4%	0	9%	7%
COc1ccc(N2C(=O)c3ccccc3NC23CCCC3)cc1	-9%	1%	0.2	-3.1	1%	-15	12%	16%
COc1ccccc1N1CC(C(=O)OCC(=O)Nc2cc(C)on2)CC1=O (centres undefined)	-9%	-11%	-0.9	-1.3	3%	-1	5%	7%
O=C(CCc1ccccc1)Nc1ccc(NS(=O)(=O)c2ccccc2)cc1	-12%	1%	-0.3	-0.4	-12%	-9	8%	-5%
CC(=O)c1ccc(OCc2nnn(CC(=O)NS(=O)(=O)c3ccc(C)cc3)c2-c2ccccc2)cc1	-3%	-5%	0.8	-0.5	-12%	-19	0%	4%
NC1=NC(=O)/C(=C\c2ccsc2)S1	1%	-10%	-0.7	0.5	-16%	-3	-3%	-2%
Cc1cc(C)c(Nc2cc(S(=O)(=O)O)c(N)c3c2C(=O)c2ccccc2C3=O)c(C)c1	24µM*	56µM*	0.9	-0.8	50µM*	-61*	-4%	-21%
COc1cccc(OC)c1C(=O)OCC(=O)N(C)c1ccccc1	27µM*	1%	-1.5	0.6	13%	-9	-1%	4%
CN(CC(=O)Nc1cccc(F)c1)C(=O)c1ccc(S(=O)(=O)N2CCCC2)cc1	1%	-9%	-0.6	1.2	-8%	2	3%	-3%

Only IL2 activator and WRN inhibitor, for some of the entries so far:
molecule	IL2 activator	WRN inhibitor
O=C(CCc1ccccc1)Nc1ccc(NS(=O)(=O)c2ccccc2)cc1	-0.3	1%
COc1ccccc1CC(=O)N(Cc1ccccc1)c1ccc(C)cc1	-3.6	-9%
O=C(COc1ccc(Cl)cc1)OCC(=O)N1CCCCCC1	-0.1	0%

Other entries follow:
SMILES	PLK1 PBD block	WRN inhibitor	IL2 activator	CCT chaperon mod	EPAC1 antag	PI5P4K alpha inh	EPAC2 ag	EPAC1 ag
CN(C(=O)c1ccc(NC(=O)Cc2cccc(NC(=O)C3CCN(C(=O)c4ccccc4)CC3)c2)cc1)C1CCCC1	-3%	-9%	2.8	-2.6	5%	6	8%	4%
COc1ccc(C(=O)NC2CCCCC2)cc1OC1CCN(C(C)C)CC1	0%	-16%	-1.4	1.6	5%	-6	4%	3%
CCOC(=O)c1c(C)[nH]c2c1-c1ccccc1C(=O)C2=O	-20%	23%	0.3	-4.4	-22%	-8	11%	1%
COc1ccc(CN2C(=O)CN(S(C)(=O)=O)CC2(C)C(=O)NCc2ccccc2)cc1OC (centres undefined)	-2%	-4%	-0.8	.	-2%	-2	6%	6%
CC(=O)NS(=O)(=O)c1ccc(NC(=O)CCC2CCCC2)cc1	-19%	2%	4.7	0.4	11%	-2	2%	0%
C/C(=C\c1cccc(Cl)c1Cl)C(=O)c1c(C)cc(C)[nH]c1=O	-2%	10%	0.9	-0.1	-2%	0	4%	-10%
Nc1nccnc1C(=O)OCC(=O)Nc1cccc(S(=O)(=O)N2CCCCC2)c1	2%	-2%	-1.2	0.9	-19%	-1	-14%	5%
Cc1nonc1NC(=O)CSc1nc(C2CCCCC2)nc2ccccc12	-11%	2%	-4.4	-0.2	0%	0	-17%	-2%
COCC(=O)Nc1ccccc1-c1ccccc1	-12%	-1%	4.3	-1.8	-3%	3	-3%	1%
Cc1ccc(C(=O)c2ccccc2C(=O)OCC(=O)NC(=O)NC(C)(C)C)cc1	8%	-4%[57.1 µM]	1.8	0.3	3%	3	0%	-1%
COCC1CCCN(C(=O)c2ccc(OC3CCN(Cc4ccccn4)CC3)cc2)C1 (centres undefined)	-22%	-8%	-0.6	0.4	-15%	3	14%	3%
CCCCOc1ccc(C(=O)NCCOc2cccc(OC)c2)cc1	-5%	-5%	1.3	0.0	4%	0	10%	1%
Cc1cc(NC(=O)CN2CCN(C)CC2)no1	12µM*	5%	-0.8	1.4	0%	-51*	-3%	-7%
COc1ccccc1-c1nnc(Sc2nc([N+](=O)[O-])nn2C)o1	-1%	2%	-2.6	0.1	-5%	.	-5%	1%
COc1cc(OC)cc(C(=O)N2CCN(S(=O)(=O)c3ccc(Cl)s3)CC2)c1	6%	0%	-0.3	0.3	1%	-3	-4%	3%
CN1C(=O)[C@@H]2[C@H](C1=O)[C@@H]1C(=O)Nc3ccccc3C(=O)N1[C@@H]2c1ccc(Br)cc1	4%	13%	0.5	-1.4	4%	3	0%	3%
CCn1c(SCC(=O)NC2CCCc3ccccc32)nnc1-c1ccncc1 (centres undefined)	2%	-6%	-2.4	0.5	-10%	2	-2%	13%
COc1ccc(NC(=O)CC2Sc3ncnn3C2=O)cc1 (centres undefined)	?	2%	-1.4	-1.7	-19%	-3	3%	0%
Cc1noc(NS(=O)(=O)c2ccc(N/C=C\C(=O)c3ccccc3)cc2)c1C	?	-13%[57.1 µM]	1.6	-0.8	-11%	-5	8%	0%
COc1ccc(CNC(=O)CN(Cc2ccccc2)C(=O)CCC(=O)Nc2ccccn2)cc1	-3%	7%	0.3	-0.6	-4%	-6	0%	0%
CCOC(=O)CSc1nnc(CNC(=O)c2cccs2)n1CCc1ccccc1	-5%	-2%	0.3	-3.0	4%	.	-3%	0%
NC(=O)c1nsc(C(=O)N(CC(=O)NC2CCCC2)c2cccc(C(F)(F)F)c2)c1N	-9%	2%	-4.3	-2.8	-27%	-1	4%	-7%
COc1ccc(C2C(C(=O)c3ccc(C)o3)=C(O)C(=O)N2c2cc(C)on2)cc1OC (centres undefined)	-1%	-4%	-0.2	2.1	-7%	4	-3%	4%
Clc1ccc(CNc2cnccn2)cc1Cl	3%	0%	-0.5	1.8	-8%	2	7%	-9%
N#Cc1ccccc1OCc1cccc(S(=O)(=O)N2CCOCC2)c1	-7%	-6%	0.4	-6.1	2%	9	16%	11%
Cc1ccc2c(c1)cc1c(=O)n(CC(=O)NCCN3CCCC3)nc(C)n12	3%	9%	1.2	0.2	0%	9	2%	-10%
CCC(=O)c1cc2c(C)cc(=O)oc2c(C)c1OC	-4%	-8%	1.2	0.1	7%	.	1%	3%
COc1ccccc1NC(=O)COc1ccc(C(=O)OCC(=O)N(C(C)C)C(C)C)cc1OC	0%	10%	-2.1	-0.7	4%	0	-1%	-6%
O=C(NCc1cccs1)C12CC3CC(CC(C3)C1)C2	-6%	11%	-3.8	1.6	-7%	1	18%	-14%
CN(C)CCCNc1nc(N)c([N+](=O)[O-])c(NC2CCCCC2)n1	9%	4%	1.1	0.8	10%	16	-1%	-2%
COc1ccc(CCNC(=O)C2CC=CCC2C(=O)O)cc1 (centres undefined)	-5%	8%	-3.0	1.6	1%	11	10%	6%
CN(CCC#N)C(=O)COC(=O)[C@H](Cc1ccccc1)N1C(=O)c2ccccc2C1=O	-1%	4%	-1.9	2.2	11%	-3	3%	9%
CC(=O)C[C@H](O)CC(=O)[C@@H]1OC(=O)[C@H](C)C/C=C\Cc2ccccc21	-8%	2%	0.2	-1.4	10%	-7	2%	-29%
Cc1ccc(S(=O)(=O)N(C)C[C@@H]2OCc3cnnn3CCCC(=O)N([C@H](C)CO)C[C@@H]2C)cc1	-4%	-10%	3.4	1.2	8%	3	-3%	-8%
CNC(=O)[C@@]1(C)C=C[C@@H](Cc2ccccc2)N1C(=O)OC	-12%	12%	1.0	-2.2	-8%	5	14%	-2%
CC(=O)Nc1ccc(NC(=O)CCCSc2nc3ccccc3s2)cc1	-2%	-1%	-0.3	-5.8	-8%	3	10%	-9%
CCN1C(=O)[C@H]2[C@@H](c3ccc(OC)cc3)N[C@]3(CCCN(Cc4ccc(C)cc4)C3=O)[C@H]2C1=O	-9%	1%	3.0	-0.5	10%	1	7%	-2%
O=C(CCCN1C(=O)c2cccc3cccc(c23)C1=O)N1CCN(c2ccccn2)CC1	-11%	7%	0.2	-0.2	0%	1	-6%	-5%
COC(=O)c1ccsc1NC(=O)CN1CCN(c2ncccn2)CC1	-8%	-28%	-0.6	-3.3	-22%	9	-3%	3%
COc1ccc(C(=O)COC(=O)Cc2n[nH]c(=O)c3ccccc23)c(OC)c1	-6%	-6%	-0.6	-0.9	4%	-6	-2%	-15%
O=C(O)C(Cc1ccccc1)n1cnnn1 (centres undefined)	-11%	1%	-0.5	0.3	4%	-8	11%	9%
O=C(NC1CCCC1)c1cc(-c2ccc(Cl)cc2Cl)on1	-6%	-8%	-1.0	-3.4	-7%	-3	2%	-6%
